# Rtt109 HAT inh – inhibitors of Candida albicans Rtt109/Vps75 histone acetyltransferase. inhibition, % at 34.9 µM. hit rate 0.16% among 330,000. Q5AAJ8. AID 540336. purified Rtt109/Vps75, ThioGlo CoA-SH fluorescence, 4 h;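 active = inhibition of at least 50% in every replicate; inconclusive = best replicate reaches 50% inhibition but some replicates fall short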
# Target sequence (Q5AAJ8 whole entry, looked up): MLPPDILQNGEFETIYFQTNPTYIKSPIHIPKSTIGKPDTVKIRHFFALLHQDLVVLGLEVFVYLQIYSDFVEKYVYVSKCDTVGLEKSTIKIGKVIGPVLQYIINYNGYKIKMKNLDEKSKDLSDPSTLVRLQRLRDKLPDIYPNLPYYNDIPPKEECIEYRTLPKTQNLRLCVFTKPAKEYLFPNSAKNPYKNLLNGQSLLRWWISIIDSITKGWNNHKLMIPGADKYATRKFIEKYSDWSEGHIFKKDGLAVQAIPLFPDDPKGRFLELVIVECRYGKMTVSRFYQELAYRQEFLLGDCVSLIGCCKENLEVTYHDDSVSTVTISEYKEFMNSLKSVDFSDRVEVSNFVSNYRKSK
# CAL PDZ FP-1 – inhibitors of human CAL PDZ peptide binding; hit rate 0.92% among 300,000; inhibition, % at 24.9 µM; Q9HD26; AID 602252; purified CAL PDZ, TMR-peptide fluorescence polarization, 1 h;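 active = mean inhibition of at least 30% with at least half of replicates also reaching 30%; inconclusive = no clear call, values can overlap the other calls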;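 note: 0% = DMSO neutral control and 100% = excess unlabeled competitor peptide PRC23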
# dFosB activator – activators of mouse delta FosB homodimer; P13346; purified delta FosB, TAMRA-CDK5 oligo fluorescence polarization; percent of positive-control signal above neutral wells; activation, % at 25 µM; hit rate 0.99% among 340,000; AID 493131;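 active = mean activation above about 17%, with every replicate also reaching it, limit read from the data, passing the limit was not always enough; inconclusive = only one of the two conditions met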;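 note: fluorescence polarization rise as delta FosB binds a TAMRA Cdk5 AP-1 oligo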
# RTF Ca sens act – cardiac RTF calcium sensitization. activation, % at 7.2 µM. IANBD-labeled TnC RTF fluorescence at EC20 calcium; 0% EC20 calcium, 100% full calcium. hit rate 0.24% among 340,000. AID 493008. P19429+P45379;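 active = activation above the mean over all tested compounds plus 3 SD, cut at about 30% in these data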;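 note: rise in fluorescence read as greater calcium sensitivity of cardiac thin filaments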
# Tat transport – blocks Tat-dependent protein export in E. coli | E. coli MC4100 TorA-mCherry Tat export, fluorescence | hit rate 0.036% among 340,000 | inhibition, % at 10 µM;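 active = mean replicate inhibition at least 50% and at least half of replicates individually reaching 50%; inconclusive = only one of the two criteria met; inactive = neither criterion met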;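 note: exported cargo escapes ClpAP degradation while cytoplasmic cargo is degraded and loses fluorescence; 0% = median of neutral control wells and 100% = median of NaSCN control wells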
# CDK5 p35 inh – CDK5/p35 (human) kinase inhibition. AID 488839. Q00535+Q15078. inhibition, % at 10 µM. hit rate 0.01% among 330,000. Recombinant CDK5/p35, ADP-Glo luminescence, 60 min;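 active = highest replicate inhibition of at least 50% and at least 75% of replicates reaching 50%; inconclusive = only one of the two criteria met; inactive = both criteria failed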;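 note: plate controls were DMSO neutral control for no effect and GW8510 at 10 µM for full effect; many of its hits are not listed in these tables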
# Target sequence (Q00535 whole entry, looked up): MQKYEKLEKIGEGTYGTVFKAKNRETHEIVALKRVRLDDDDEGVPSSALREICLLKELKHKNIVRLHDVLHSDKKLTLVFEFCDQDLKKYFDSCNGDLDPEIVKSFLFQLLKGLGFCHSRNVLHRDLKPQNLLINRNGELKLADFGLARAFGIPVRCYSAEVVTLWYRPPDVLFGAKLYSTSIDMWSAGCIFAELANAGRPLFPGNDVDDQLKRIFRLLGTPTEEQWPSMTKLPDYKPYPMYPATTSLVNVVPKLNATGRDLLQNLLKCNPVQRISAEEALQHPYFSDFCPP
# Target sequence (Q15078 whole entry, looked up): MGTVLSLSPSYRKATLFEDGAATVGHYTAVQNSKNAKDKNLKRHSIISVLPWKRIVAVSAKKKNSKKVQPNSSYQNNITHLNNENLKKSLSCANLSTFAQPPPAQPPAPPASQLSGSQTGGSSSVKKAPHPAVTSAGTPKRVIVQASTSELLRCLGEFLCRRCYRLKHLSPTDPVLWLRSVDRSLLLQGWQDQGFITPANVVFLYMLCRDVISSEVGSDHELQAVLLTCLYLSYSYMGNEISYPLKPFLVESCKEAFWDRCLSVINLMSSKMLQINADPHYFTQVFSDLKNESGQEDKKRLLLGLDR
# CAL PDZ FP-2 – inhibitors of human CAL PDZ peptide binding. AID 504414. hit rate 0.02% among 330,000. purified CAL PDZ, TMR-peptide fluorescence polarization, 1 h. Q9HD26. inhibition, % at 20 µM;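 active = highest replicate inhibition of at least 40%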;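 note: plate controls were DMSO neutral control wells for no effect and unlabeled competitor peptide control wells for full effect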
#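 material = purified tagged CAL PDZ domain construct (CerCALP) | compound dosing = 20 µM, one dose | times = 1 h at RT | measured by = fluorescence polarization from S- and P-plane intensities, G-factor corrected | read-out = inhibition from polarization loss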
# MITF TRPM1 HTS – increases MITF-driven TRPM1 promoter luciferase signal; SK-MEL-5 TRPM1-promoter luciferase, 24 h; % of positive control, neutral wells = 0; activation, % at 12.5 µM; hit rate 0.75% among 300,000;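 active = mean activation of at least 80% with every replicate also reaching 80%; inconclusive = mean reaches 80% but some replicate falls short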;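 note: 0% = neutral control wells and 100% = parthenolide positive control wells; values of inactives mirror those of a sister screen read the other way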
# V-ATPase pH – yeast V-ATPase proton transport regulation by pHLuorin; response, % at 10 µM; hit rate 0.37% among 350,000; S. cerevisiae, pHLuorin cytosolic pH fluorescence; in the data active = response mostly above about 7.3%, no sharp cut-off; inactive = mostly below about 5.4%; note: actives read high; inactives centre near 0; some compounds called inactive have numbers as strong as hits; reference of the scale not given here
# Wnt bcat act – Wnt/beta-catenin pathway activation | Wnt/beta-catenin reporter cell assay, activator, plate reader | activation, % at 9.35 µM | hit rate 1.2% among 300,000 | AID 743398; in the data active = activation above about 30%, passing the limit was not always enough; inconclusive = no clear call, values can overlap the other calls;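 note: 0% = neutral control wells and 100% = positive control wells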
# * hit, by the source's call; ? = inconclusive; nt = no result given; & = joins results of further samples.
SMILES,Rtt109 HAT inh,CAL PDZ FP-1,dFosB activator,RTF Ca sens act,Tat transport,CDK5 p35 inh,CAL PDZ FP-2,MITF TRPM1 HTS,V-ATPase pH,Wnt bcat act
Cc1cccc(N2CCN(C(=O)[C@H](C)N3C(=O)C4CC=CCC4C3=O)CC2)c1C (stereo not given in full),-1,-5,-4,-8,1,-4.0,-0.5,4,4,5
Cc1cc(N2CC(C(=O)O)CC2=O)ccc1Br (stereo not given),9,-5,-1,-2,-6,-1.2,-0.1,4,0,-1
COc1cc(C2C3=C(COC3=O)Oc3cc4c(cc32)OCO4)cc(OC)c1OC (stereo not given),0,-3,-4,-5,4,-0.7,1.2,nt,-1,-10
COc1ccccc1NCCC(=O)O,-8,-2,-2,1,-7,-0.2,-0.8,-2,0,1
CCOC(=O)Cc1csc(SCC(=O)Nc2nccs2)n1,2,-4,-5,-4,-3,-1.3,-2.3,-7,-8,1
Clc1ccc(-c2nnc(-c3ccco3)nc2N2CCCCC2)cc1,5,-4,-1,4,5,-1.7,-0.4,-11,2,-1
FC(F)(F)c1nc(-c2cccnc2)ncc1-c1nnnn1-c1ccccc1,4,-3,-12,-2,4,-0.4,-1.4,nt,-8,-8
O=C(NN1CCN(Cc2ccccc2)CC1)c1ccc(Cl)cc1,nt,-4,-5,1,-5,0.0,0.3,-2,-1,0
CCN(C(=O)COC(=O)/C=C/c1cccc(Cl)c1)c1c(N)n(Cc2ccccc2)c(=O)[nH]c1=O,-32,-2,0,-1,-1,0.9,-1.8,-3,1,-1
Cc1ccc(CC(=O)Nc2cccc(S(=O)(=O)N3CCOCC3)c2)cc1,1,-3,-14,-3,1,0.2,-3.0,2,-3,0
C#CCOCCOCCOCCNc1nc(N2CCN(C(=O)[C@H]([C@@H](C)CC)n3cc(CCC(=O)O)nn3)CC2)nc(N2CCN(C(=O)[C@H](Cc3ccc(O)cc3)n3cc(CCO)nn3)CC2)n1,17,-1,-12,-2,0,-1.0,0.0,2,-5,-5
COc1cc([N+](=O)[O-])ccc1NC(=O)Oc1ccc(NC(C)=O)cc1,1,1,4,5,-2,1.2,-0.1,3,-6,0
O=C(CN1CCC(O)(c2ccccc2F)CC1)NCCc1c[nH]c2ccccc12,30,0,-6,5,1,0.7,-2.0,-6,1,nt
COc1cccc(NC(=O)CCN2CCC(C(N)=O)CC2)c1,-2,2,-9,7,-2,0.6,nt,nt,3,-2
O=Cc1cn(CC(O)Cn2cc(C=O)c3ccccc32)c2ccccc12,2,-1,-4,1,-8,0.6,nt,-12,-1,-1
CCN(CC)c1ccc(N2C(=O)/C(=C/c3ccccn3)SC2=S)cc1,2,-1,-7,10,16,-4.8,0.2,-4,-2,-1
COP(=O)(OC)C(Nc1ccc(C)cc1)c1ccc(Br)cc1 (stereo not given),0,1,-4,-5,1,-1.0,-0.7,nt,-1,-4
CCN(CC(=O)N1CCC(C)CC1)S(=O)(=O)c1ccc(C)cc1,-7,-3,-7,-3,4,-0.3,-1.4,-7,-3,0
COCCN(C(=O)CCC(=O)Nc1nccs1)C(C(=O)NC(C)(C)C)c1ccc(F)cc1 (stereo not given),-1,-3,-15,-3,7,-1.5,-2.8,9,-1,-1
COc1cc(NC(=O)C2CCN(S(=O)(=O)c3cccnc3)CC2)cc(OC)c1OC,5,-3,5,-8,-3,0.0,0.2,-2,0,nt
CC1CC(C)CN(C(=O)CCNS(=O)(=O)c2ccc3c(c2)CCC(=O)N3)C1 (stereo not given),-2,nt,-7,4,-1,-1.6,-0.5,-4,6,-2
CN(C)c1cccc2c(S(=O)(=O)N3CCCC3)cccc12,nt,2,3,-4,-5,1.4,-3.1,9,-3,2
Cc1cc(N2CCN(c3cccc(C)c3C)CC2)nc(-c2ccccc2)n1,-5,-5,-9,-2,2,1.8,0.6,4,0,-1
O=C(O)COc1c(F)c(F)c(C(F)(F)F)c(F)c1F,nt,-2,-4,-4,-1,0.0,-1.0,nt,2,2
CCC(=O)Nc1sc2c(c1C#N)CCCCC2,-4,-3,-1,-2,8,1.7,-0.5,49,3,nt
CC(C)n1c(SCC(=O)Nc2ccc(N3CCOCC3)cc2)nnc1-c1ccco1,-10,-3,-18,5,6,2.7,-0.9,1,-5,-1
CCc1ccccc1NC(=S)NCCSc1ccc(Cl)cc1,-1,-5,-13,-2,6,0.1,0.1,-2,0,4
Cn1c(-c2ccc3c(c2)OCO3)cnc1NCc1ccccc1,-5,-4,2,-5,4,1.3,-0.6,11,1,-1
CCc1cccc(CC)c1NC(=O)CSc1nc2ccc(N3C(=O)C4C5C=CC(C5)C4C3=O)cc2s1 (stereo not given),1,-1,-5,-1,-2,-0.7,-2.0,-14,0,-2
CC(=O)Nc1ccc(-c2csc(NC(=O)C3CCN(S(=O)(=O)c4cccs4)CC3)n2)cc1,3,-1,2,-2,-5,nt,0.7,4,0,-9
CN1CCN(CC(=O)Nc2cc(N(C)C)nc3ccccc23)CC1,-6,2,?,-1,-1,0.3,-0.8,0,-2,1
CC1CCc2c(sc3nc(CN4CCOCC4)nc(N4CCc5ccccc5C4)c23)C1 (stereo not given),-2,0,-2,1,7,-1.5,-1.3,-30,2,-10
COc1cccc(C(=O)Nc2ccc(C3CC3(Cl)Cl)cc2)c1 (stereo not given),4,-4,-5,-5,-3,1.9,-3.6,65,-3,11
Cc1ccc2c(Cl)cc(Cl)c(OCc3c(C)noc3C)c2n1,-11,4,-11,0,0,0.7,0.0,2,-2,-2
N#Cc1c(N)nc(Sc2ccc(Cl)cc2)c(C#N)c1-c1ccccc1Cl,-12,-3,-3,3,2,0.2,-1.1,nt,0,-1
O=S(=O)(c1ccc2ccccc2c1)N1CCN(C(=S)Nc2ccc(F)cc2)CC1,-8,-1,5,3,1,3.2,-5.9,8,0,nt
CCOC(=O)c1c(C)c(C(=O)NCc2ccco2)c(C)n1Cc1ccccc1,6,nt,-4,-4,-2,-1.0,-1.9,0,-4,-2
COc1ccc(OC)c(NC(=O)CSc2nnc(CNC(=O)COc3ccc(Cl)cc3)o2)c1,2,-1,-7,0,1,-0.2,0.3,-5,3,nt
CCCCNC(=O)N(O)C1N(/N=C/c2cccnc2)C(=S)SC1(C)C (stereo not given),-5,nt,1,5,-19,-1.6,-1.0,5,3,-4
O=c1[nH]n(-c2ccccc2Cl)c(=O)c2ccccc12,-3,nt,4,-1,2,1.1,-0.7,-3,-4,4
CC(C)(C#N)NC(=O)C(=O)c1c(-c2ccccc2)cc2ccccn12,7,5,-10,-5,5,-3.7,-0.7,1,-7,0
Cc1ccc(C(=O)Nc2ccccc2N2CCCC2)s1,-12,3,-3,11,-3,-0.3,-0.3,-2,-2,5
CC12CCC3(CC1CCC1OC12)OCCO3 (stereo not given),2,0,-3,-1,7,0.2,-1.4,1,1,-4
Cc1cc(C=O)c(C)n1-c1ccc(NC2CCCC2)c([N+](=O)[O-])c1,4,-1,-7,7,14,1.0,-0.3,16,6,0
O=C(Nc1nnc(SCC(=O)N2CCOCC2)s1)c1ccccc1,5,-6,-7,5,1,1.7,-0.5,20,7,0
CCN=C(NCC)SC1CC(=O)N(c2ccc(OCC)cc2)C1=O (stereo not given),-4,nt,-6,0,1,-0.6,-0.6,2,3,0
COc1ccccc1NC(=O)c1nn(C)cc1Br,4,-8,-6,6,-5,2.0,-4.9,-10,3,nt
Cc1ccc(C2CC2/C(=N/O)c2ccc(F)cc2)cc1 (stereo not given),-5,-3,0,-6,?,-0.3,-1.2,1,-1,3
Cc1cccc(OCCCC(=O)NNC(=O)CCN2CCN(c3ccccc3)CC2)c1,9,-6,0,2,-4,1.0,-1.8,-11,-1,0
CCN(CC(=O)Nc1c(F)cccc1F)C(=O)/C=C/c1ccc2c(c1)OCO2,4,-7,-2,-6,-3,0.2,-0.8,12,-2,5
CNS(=O)(=O)c1cnccc1N1CCN(c2cccc(Cl)c2)CC1,-13,-2,-1,-2,6,-1.1,0.8,-10,-5,nt
CCC(NC(C)C)C(O)c1ccc(O)c(O)c1 (stereo not given),-4&-10,-3,12,0,-5&1,-0.2,-0.1,12,0,0
Cc1cccc(COc2ccc(/C=N/NC(=O)c3nnn(-c4nonc4N)c3C)cc2)c1,-13,1,?,2,-7,-0.6,-2.6,31,2,1
COc1ccc(Cl)cc1C(=O)N1CCN(Cc2ccc3c(c2)OCO3)CC1,6,2,-4,1,13,-1.4,3.0,0,-7,0
Cc1ccc(NC(=O)CS(=O)CC(=O)N2CCN(c3ccccc3)CC2)cc1 (stereo not given),4,0,-4,0,15,-3.0,-3.1,-3,-1,-3
CC(NS(=O)(=O)c1ccc(CCC(=O)N2CCN(C)CC2)cc1)c1ccccc1 (stereo not given),1,0,1,1,-2,-1.0,-1.0,nt,-3,1
CC1=C/C(=N\OS(=O)(=O)c2ccccc2)C=CC1=O,0,2,-2,2,-10,-0.3,2.1,-54,33*,nt
O=C(Nc1ccccc1)OCCOc1ccc(Br)cc1,1,-1,-4,0,1,-0.7,0.0,9,8,0
COc1cccc(C(=O)Nc2ccc(NC(=O)Cc3ccccc3)cc2)c1,-7,0,-5,5,-1,-1.6,0.0,nt,0,-1
COc1ccccc1NC(=O)Nc1nnc(CC(=O)Nc2cccc(C)c2)s1,33,-1,32*,-2,1,-1.3,-2.7,-3,1,1

# The list goes on:
SMILES,Rtt109 HAT inh,CAL PDZ FP-1,dFosB activator,RTF Ca sens act,Tat transport,CDK5 p35 inh,CAL PDZ FP-2,MITF TRPM1 HTS,V-ATPase pH,Wnt bcat act
O=c1oc2ccccc2c2c1ncn2CCN1CCOCC1,-1,0,-7,1,-1,-0.7,-0.2,nt,1,44*
CC(C)c1nnc(-c2ccc(Cl)cc2)c(N(C)C)n1,1,1,5,-4,-1,0.8,-1.4,1,4,10
COc1cccc(/C=C/C(=O)OCC(=O)Nc2cccc(S(=O)(=O)N3CCCCC3)c2)c1OC,2,-2,0,-4,-8,-0.4,-0.4,-19,-2,20
CCCn1nnc(NC(=O)c2sc3ccccc3c2Cl)n1,-13,-5,-20,-6,5,-2.9,-2.9,34,0,30
COc1nccnc1NS(=O)(=O)c1ccc(NC(=S)NC(=O)c2ccccc2F)cc1,2,-6,-9,-6,-1,0.6,-1.0,-5,-2,-1
CCc1cccc(OC2OC(CO)C(O)C(O)C2NC(C)=O)c1 (stereo not given),10,2,-3,-2,-8,-0.3,-2.7,9,0,-2
CCc1ccc(NC(=O)C(C)OC(=O)C2CCC(=O)N2)cc1 (stereo not given),-2,-1,-4,-7,-2,-0.1,0.6,3,1,0

# Bioassay records as filed in PubChem.

# Compounds were not picked by outcome; overall some 4.1% were active at least once.
